# MC4R antag cAMP – human MC4R antagonism in cAMP assay; MC4R-expressing cells, MTII-stimulated cAMP, LANCE TR-FRET; 360,000 compounds, 0.48% hits; P32245; inhibition, % at 6.5 µM;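 active = inhibition above its plate's cutoff, the mean of tested wells on that plate plus 3 SD, cut at about 29% in these data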;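 also: 0% = Melanotan II alone and 100% = Melanotan II plus saturating MCL0020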
#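 Material: human MC4R-expressing U2OS cells. Probe or stimulus: Melanotan II challenge. Dosing: 6.5 µM single dose. Times: 30-min compound, 1-h challenge, 1-h detection, room temperature. Technique: TR-FRET with Eu-cAMP and labeled anti-cAMP, 671 nm. Replication: singlicate.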
# MC4R barr agon – activates human MC4R beta-arrestin recruitment | U2OS MC4R beta-arrestin complementation, luminescence; percent of melanotan II response, DMSO zero | activation, % at 8.9 µM | 360,000 compounds, 0.98% hits;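 active = activation above a per-plate cutoff, the mean activation of sample wells on that plate plus 3 SD, cut at about 8% in these data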
# Glyco luc inh – N-linked glycosylation inhibition; D54 ERlucT glycosylation luciferase reporter, 24 h; percent of 100 nM tunicamycin response; reporter increase, % at 12.5 µM; 360,000 compounds, 0.23% hits; AID 588692;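 active = mean luciferase reporter signal, scaled so untreated is 0 and the glycosylation-blocking control 100, at or above a set limit in every replicate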;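 also: luciferase carries N-glycosylation sites so blocking glycosylation raises the light; 0% = median of neutral control wells and 100% = median of 100 nM tunicamycin wells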
# ABCB6 inh MLPCN – inhibitors of human ABC transporter ABCB6. Q9NP58. K562-ABCB6 porphyrin accumulation, flow cytometry, 1 h; hits give low values. fluorescence ratio to DMSO, % at 10 µM. 360,000 compounds, 0.19% hits;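 active = fluorescence ratio to DMSO below 75%, the collection mean minus 3 SD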;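 also: signal is porphyrin accumulated inside mitochondria; 100% equals median channel fluorescence of DMSO control wells; lower ratio means ABCB6 inhibition with less porphyrin fluorescence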
# ABHD5-PLIN5 inh – blocks binding of human ABHD5 to perilipin-5. Q00G26+Q8WTS1. Split G. princeps luciferase complementation, luminescence, 4 h. inhibition, % at 4 µM. 360,000 compounds, 0.78% hits;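 active = inhibition above the mean inhibition across every tested compound plus 3 SD, cut at about 22% in these data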;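 also: 0% = DMSO only wells and the 100% control is not disclosed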
# Target sequence (Q00G26 whole entry, looked up): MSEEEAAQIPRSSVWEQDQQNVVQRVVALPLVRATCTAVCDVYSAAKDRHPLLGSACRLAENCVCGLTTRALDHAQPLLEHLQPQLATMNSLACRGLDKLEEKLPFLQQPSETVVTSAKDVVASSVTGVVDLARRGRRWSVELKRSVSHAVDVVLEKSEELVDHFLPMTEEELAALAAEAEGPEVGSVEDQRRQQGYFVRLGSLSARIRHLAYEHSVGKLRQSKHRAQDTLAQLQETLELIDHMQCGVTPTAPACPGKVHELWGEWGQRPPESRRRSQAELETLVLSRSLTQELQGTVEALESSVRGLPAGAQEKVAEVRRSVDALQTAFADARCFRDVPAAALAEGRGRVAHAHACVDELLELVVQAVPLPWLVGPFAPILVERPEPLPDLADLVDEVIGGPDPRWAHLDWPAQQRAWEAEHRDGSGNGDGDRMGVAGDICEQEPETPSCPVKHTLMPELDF
# Target sequence (Q8WTS1 whole entry, looked up): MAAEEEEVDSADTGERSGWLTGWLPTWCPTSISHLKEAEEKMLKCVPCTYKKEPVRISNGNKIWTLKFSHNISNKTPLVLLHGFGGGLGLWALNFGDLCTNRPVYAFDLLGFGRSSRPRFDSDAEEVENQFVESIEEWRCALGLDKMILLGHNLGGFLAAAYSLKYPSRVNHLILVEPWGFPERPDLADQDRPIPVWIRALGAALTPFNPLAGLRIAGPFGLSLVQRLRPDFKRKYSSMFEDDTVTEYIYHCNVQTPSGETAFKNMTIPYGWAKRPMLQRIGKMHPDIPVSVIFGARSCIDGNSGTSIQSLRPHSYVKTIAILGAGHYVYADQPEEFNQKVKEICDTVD
# Cardio protect – myocardial damage modulation in H9c2 cells | H9c2 cardiomyocytes, H2O2 injury protection, ATPLite, 2 h | protection from H2O2 cell death, % at 20 µM | 360,000 compounds, 0.63% hits;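 active = compounds giving at least 50% protection of heart cells from peroxide-induced death in the single-dose screen, raw or plate-pattern-corrected value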;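 also: 0% = DMSO wells with peroxide and 100% = DMSO wells without peroxide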
# CaV13 FRET inh – Primary screen for inhibitors of IQ motif and Ca2+-dependent inactivation inhibitor domain binding in CACNA1D, Förster resonance energy transfer in living cells, … | HEK cells, CFP/YFP FRET ICDI-IQ, plate reader, 10 min; percent FRET-ratio fall versus neutral wells | inhibition, % at 12.3 µM | 340,000 compounds, 0.098% hits;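 active = mean replicate inhibition of at least 30% and at least 1% of replicates passing that level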;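 also: 0% = median of the neutral control wells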
# Exocytosis inh – blocks lytic granule exocytosis | 360,000 compounds, 0.66% hits | inhibition, % at 10 µM | AID 651702 | TALL-104 LAMP-1 surface exposure, flow cytometry; cells stimulated with thapsigargin and PMA;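 active = inhibition above about 55%, limit read from the data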
# HTR2A ag – agonists of mouse serotonin 5-HT2A receptor (HTR2A) | P35363 | CHO-K1 mHTR2A beta-arrestin complementation, luminescence; percent of 30 µM serotonin response | 360,000 compounds, 0.66% hits | activation, % at 7.6 µM;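 active = activation above a run cutoff, the mean activation of all tested compounds plus 3 SD, cut at about 14% in these data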;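 also: 0% = plate median of compound wells and 100% = 30 µM serotonin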
# PDI inh – PDI (human) enzyme inhibition | P07237 | inhibition, % at 10 µM | AID 588391 | 350,000 compounds, 0.052% hits | PDI insulin aggregation turbidity, A650, 90 min;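 active = mean inhibition across replicates of 30% or more, whatever share of single replicates reach that level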;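 also: absorbance from insulin aggregation driven by PDI reduction with DTT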
# * marks the source's active call; other numbers are inactive results; nt = not tested or not shown. Rows are unselected; overall some 4.2% were active at least once.
SMILES,MC4R antag cAMP,MC4R barr agon,Glyco luc inh,ABCB6 inh MLPCN,ABHD5-PLIN5 inh,Cardio protect,CaV13 FRET inh,Exocytosis inh,HTR2A ag,PDI inh
CCOC(=O)C1CCN(C(=O)CN(c2cc(Cl)ccc2OC)S(=O)(=O)c2ccccc2)CC1,-2,-3.8,0,95,5,1,nt,1,4,-3
Nc1nnc(CCS(=O)(=O)c2cc(Cl)ccc2Cl)s1,5,0.8,2,95,3,1,nt,1,9,5
CCN1C(=O)[C@H]2[C@@H](c3ccc(C)cc3)N[C@]3(CCCN(Cc4ccc(OC)cc4)C3=O)[C@H]2C1=O,17,1.3,1,98,-6,0,-2,0,-4,-1
O=C(CCNC(=O)c1ccc(Cl)cc1)NCC(c1ccco1)N1CCCC1 (centres undefined),1,-3.0,-1,99,2,2,-4,-4,-9,-4
COc1ccc(/C=C/C(=O)NC(=S)Nc2ccc(C(=O)O)cc2)cc1,23,-2.7,0,100,2,-2,-3,3,4,-2
Cc1csc(NC(=O)Cc2c[nH]c3ccccc23)n1,12,-0.3,-3,100,7,-3,nt,-8,2,4
CCc1nnc(NC(=O)CSc2nnc(Cc3cc(=O)[nH]c(=O)[nH]3)n2-c2cccc(OC)c2)s1,16,-1.3,2,103,0,-1,-6,-5,-2,0
CC(C)Oc1ccc(S(=O)(=O)N2CCCCC2)cc1NC(=O)CN1C(=O)NC(C)(C2CC2)C1=O (centres undefined),3,-0.5,-1,98,-3,-2,-3,-1,6,-3
CC(C)c1nnc(NC(=O)c2ccc(N3C(=O)CCC3=O)cc2)s1,11,0.8,1,101,-3,6,-6,-10,-2,nt
CNC(=O)c1cc2c(-c3ccccc3)nn(C)c2s1,2,-0.2,10,90,-5,-7,-19,-10,-2,-8
COc1ccc(C2SCCN2C(=S)Nc2cccc(Cl)c2)cc1 (centres undefined),10,-1.2,-2,98,-41,-11,-12,1,1,3
CCOC(=O)C1CCN(C(=O)c2ccccc2NS(=O)(=O)c2ccccc2)CC1,1,0.1,-1,93,0,-1,-3,4,2,-8
COCCNC(=S)Nc1ccc(S(=O)(=O)Nc2cnc3ccccc3n2)cc1,14,-1.5,-1,91,1,-2,-4,-1,0,6
O=C(CSc1nnc(COc2ccc(Cl)cc2)n1Cc1ccco1)c1ccccc1F,3,22*,-2,96,3,-7,-5,3,0,-4
O=C1C=C(c2ccccc2)C(c2ccccc2)C1O (centres undefined),-1,-2.4,-2,88,0,4,-6,-6,-2,-4
Cc1cc(=O)n2nc(N3CCC(C(=O)NCCc4ccc(Cl)cc4)CC3)sc2n1,-1,-0.1,3,97,-6,4,-14,9,-2,-1
COc1ccc(C2=CC(=O)CC(c3ccccc3)C2)cc1 (centres undefined),15,0.6,1,91,-5,-14,-2,6,0,-1
Cc1nc2c(cnn2-c2ccccc2)c(=O)[nH]1,-2,1.1,2,109,-4,2,-5,7,-2,8
Cc1ccc2[nH]c(O)c(N=O)c2c1,-7,0.6,2,101,-1,-3,-6,3,1,-3
COc1cc(S(=O)(=O)N2CCCCCC2)ccc1Cl,7,0.3,-2,99,-8,7,-4,1,-2,-1
Cc1ccccc1N(CC(=O)N1CCN(c2ccccc2)CC1)S(C)(=O)=O,0,-2.5,-1,99,-1,3,-5,-2,4,-2
CCCCNC(=O)N1CCN(c2ccccc2OC)CC1,6,-2.1,2,103,4,2,-6,-1,0,-8
CCOc1ccccc1N(C(C)=O)S(=O)(=O)c1ccc(Cl)cc1,2,-1.9,1,101,1,11,-4,1,1,1
O=[n+]1cc(-c2ccc(F)cc2)n([O-])c2c1CCC2,-1,-1.0,3,90,-5,-1,nt,-1,-1,-3
CCOC(=O)N1CCN(C(=O)/C(=C/c2ccc(F)cc2)NC(=O)c2ccccc2)CC1,8,-4.0,0,97,6,-2,nt,-1,-4,-1
CC(=O)OC1CC(C)N(C(=O)c2ccccc2)c2ccc(C)cc21 (centres undefined),-5,-0.5,-1,101,2,5,1,-3,3,5
CCc1cccc(C)c1NC(=S)N(Cc1cccnc1)Cc1ccco1,7,-0.9,0,101,-1,0,-9,-2,-4,16
CCCc1cc(C(=O)Nc2ccc(Cl)cn2)cs1,9,3.8,-16,99,-11,-11,-3,-5,7,0
COc1cc2nc(CN3CCN(S(=O)(=O)c4ccc(Cl)cc4)CC3)[nH]c(=O)c2cc1OC,2,-2.4,2,95,1,-4,-5,2,4,1
COc1ccc(C(=O)NCCc2ccccc2)cc1OC,11,-0.4,2,97,-1,0,-20,3,-4,-4
COc1ccccc1NC(=O)CSc1nnc(-c2ccoc2C)n1CC1CCCO1 (centres undefined),-2,0.3,0,96,2,0,-5,-2,-2,-3
Cc1cccc(-c2nnc3n2N=C(c2ccccc2)CS3)c1,-13,-0.8,10,96,3,-5,-5,3,-9,0
CC(C(=O)Nc1ccc(S(=O)(=O)N2CCOCC2)cc1)N1CCN(c2ccccn2)CC1 (centres undefined),3,0.9,0,88,7,-4,3,-1,8,-6
O=C(NCCCc1ccc(F)cc1)C1CCC(=O)N(CCCN2CCCC2=O)C1 (centres undefined),17,-0.9,-1,99,-1,2,-6,-5,1,-8
O=C(N/N=C/c1ccco1)c1[nH]ncc1Br,1,0.9,1,97,2,0,nt,-1,2,-3
CC(C)CC(=O)Nc1ccc(F)c(Cl)c1,10,-1.5,3,104,1,5,-3,-4,-1,-1
CCN(c1cccc(C)c1)S(=O)(=O)c1cc(CN2C(=O)c3cccnc3C2=O)ccc1OC,-1,2.3,0,103,0,-1,-6,-3,0,0
N#Cc1ccccc1CN1C(=O)c2ccccc2S1(=O)=O,12,-0.1,0,101,-1,7,-19,4,9,9
Cc1ccc(S(=O)(=O)N2C(=O)CCC2C(=O)NCc2ccco2)cc1 (centres undefined),-1,-0.4,1,98,-1,10,-8,1,9,1
CN(CC(=O)N1CCN(C2CCCCC2)CC1)S(=O)(=O)c1cccc2nsnc12,-2,-0.8,-1,90,1,5,-8,1,5,-11

# Entries of single compounds as entered above:
# COc1ccc(C(=O)NCCc2ccccc2)cc1OC is entered as MC4R antag cAMP: 11; MC4R barr agon: -0.4; Glyco luc inh: 2; ABCB6 inh MLPCN: 97; ABHD5-PLIN5 inh: -1; Cardio protect: 0; CaV13 FRET inh: -20; Exocytosis inh: 3; HTR2A ag: -4; PDI inh: -4
# CCCc1cc(C(=O)Nc2ccc(Cl)cn2)cs1 is entered as MC4R antag cAMP: 9; MC4R barr agon: 3.8; Glyco luc inh: -16; ABCB6 inh MLPCN: 99; ABHD5-PLIN5 inh: -11; Cardio protect: -11; CaV13 FRET inh: -3; Exocytosis inh: -5; HTR2A ag: 7; PDI inh: 0

# More records.
SMILES,MC4R antag cAMP,MC4R barr agon,Glyco luc inh,ABCB6 inh MLPCN,ABHD5-PLIN5 inh,Cardio protect,CaV13 FRET inh,Exocytosis inh,HTR2A ag,PDI inh
COc1ccccc1NC(=S)NC(NC(=O)C(C)C)C(Cl)(Cl)Cl (centres undefined),-2,-1.3,-1,101,0,-2,15,2,4,1
O=C1c2ccccc2C(=O)N1CCn1ccnc1,4,-0.6,1,99,-3,5,-1,-6,0,-3
COc1cccc(-c2nnc(SCc3nc4ccccc4s3)n2C)c1,11,0.6,2,105,4,3,-2,-2,4,1
Cc1ccc(C(C(=O)NC2CCCC2)N(C(=O)c2csnn2)c2cccc(F)c2)o1 (centres undefined),12,-3.1,-2,98,-9,-9,-5,0,-3,11
O=c1cc(-c2ccccc2)nc(/C=C/c2ccccc2)[nH]1,-9,4.5,4,97,-1,4,-3,12,-3,-3
CCCOc1cccc(C(=O)Nc2ccc(CN3CCOCC3)cc2)c1,-2,2.4,-2,98,0,2,-6,9,-6,-1
CN(C)S(=O)(=O)c1ccc(C(=O)Nc2cc(=O)n(C)c(=O)n2C)cc1,0,-0.4,2,97,3,-1,-3,1,4,-7
COc1cccc(/C=C(/C(=O)OCC(=O)NCC2CCCO2)c2ccccc2)c1 (centres undefined),11,2.9,-3,95,0,1,-14,-2,-2,-14
Fc1cccc(-c2oncc2-c2nnnn2-c2ccc(Cl)cc2)c1,12,-1.6,1,98,-9,6,-3,11,-4,-2
O=C(Nc1ccc(N2CCCCC2)c(S(=O)(=O)Nc2ccccc2Cl)c1)c1cccnc1,7,0.4,-9,90,-2,-3,-6,-21,-11,2
Cc1ccc(C(=O)NCC(=O)OCC(=O)c2ccc(Cl)s2)cc1,24,-0.2,2,101,0,3,-6,-3,-5,1
Cc1cc(C(=O)Nc2ccc(N3CCOCC3)c(Cl)c2)c(C)o1,1,0.9,1,96,-1,0,2,3,1,5
CCCNC(=O)C1(C)CCCN(C(=O)c2ccc(C)c(F)c2)C1 (centres undefined),4,-0.5,4,99,-4,1,-5,-10,0,-2
CNC(=O)N(O)C1N(/N=C/c2ccc(C)cc2)C(=S)SC1(C)C (centres undefined),6,0.6,2,91,1,-1,-13,-4,5,-1
Cc1ccccc1-c1n[nH]c(=S)n1/N=C/c1ccc(-c2ccccc2Br)o1,29*,4.5,-12,97,-9,-8,2,-1,3,4
COc1ccc(CCNC(=O)CS(=O)(=O)c2cn(CC(=O)N3CCOCC3)c3ccccc23)cc1OC,2,-1.9,2,94,1,11,-6,-4,5,9
COc1ccc(NC(=O)CN(C)C(=O)Cc2ccsc2)cc1,-4,-2.2,1,99,1,-2,-2,2,5,2
CCOc1ccc(OCC)c(NC(=O)CN(c2ccc(OC)cc2)S(=O)(=O)c2c(C)noc2C)c1,7,-2.2,-2,104,-1,-2,-2,57*,-10,1
COc1ccc(N(C(=O)CNC(=O)c2cccs2)C(C(=O)NCC2CCCO2)c2ccc(OC)c(OC)c2)cc1 (centres undefined),2,-0.5,1,103,-2,4,-4,0,2,21
CCOC(=O)CN1C(=O)/C(=C/c2c(F)cccc2Cl)Oc2ccccc21,7,-2.0,-9,98,-7,-5,-19,4,-1,-4
CC(C)c1ccc(N2C(=O)CC(NNC(=O)c3cccnc3)C2=O)cc1 (centres undefined),9,-0.6,2,100,-7,3,-2,-3,4,2
NS(=O)(=O)c1ccc(S(=O)(=O)N2CCN(C3CCCC3)CC2)cc1,-6,-2.3,-3,93,3,-4,-7,-2,-2,-30
CCN1C(=O)CSC1=Nc1ccc(C(=O)OC)cc1,0,-1.2,2,94,1,-1,-4,-2,2,-1
O=C(NCC1(O)CCCCC1)C1CCC(=O)N(Cc2ccccc2F)C1 (centres undefined),-2,-2.9,0,99,5,-3,-6,5,1,-3
O=c1[nH]nc(-c2ccc(OCc3ccc(Cl)cc3Cl)cc2)o1,2,0.4,0,100,3,2,-5,-14,14,-1
Cc1cc(CNC(=S)Nc2ccc(Br)cc2Cl)nn1C,0,-1.5,1,97,-2,-11,-5,2,3,-1
Cc1ccc(-c2nnc(OCc3cccnc3)c3ccccc23)cc1,14,-1.7,-7,99,4,-3,-6,12,-1,3
CCN(CC(=O)NCc1ccc(Cl)cc1)C(=O)/C=C/c1ccc(Cl)c([N+](=O)[O-])c1,8,-0.4,-5,95,5,-4,-3,0,1,-2
COCCN1C(=O)c2ccccc2C(C(=O)NCC2CCCO2)C1c1c[nH]c2ccccc12 (centres undefined),2,-2.2,1,98,-9,1,1,2,-3,5
